High-throughput results deposited in PubChem by several laboratories.
M5 antag – CHRM5 antagonism in calcium assay; actives 0.59% (n = 360,000); CHO-hM5 cells, Fluo-8 calcium fluorescence, ACh EC80; P08912; inhibition, % at 3 µM;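 active = inhibition above a per-plate cutoff, the mean of that plate's test compounds plus 3 SD, cut at about 27% in these data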;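 also: 0% = acetylcholine EC80 with DMSO and 100% = DMSO without agonist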
Target sequence (P08912 whole entry, looked up): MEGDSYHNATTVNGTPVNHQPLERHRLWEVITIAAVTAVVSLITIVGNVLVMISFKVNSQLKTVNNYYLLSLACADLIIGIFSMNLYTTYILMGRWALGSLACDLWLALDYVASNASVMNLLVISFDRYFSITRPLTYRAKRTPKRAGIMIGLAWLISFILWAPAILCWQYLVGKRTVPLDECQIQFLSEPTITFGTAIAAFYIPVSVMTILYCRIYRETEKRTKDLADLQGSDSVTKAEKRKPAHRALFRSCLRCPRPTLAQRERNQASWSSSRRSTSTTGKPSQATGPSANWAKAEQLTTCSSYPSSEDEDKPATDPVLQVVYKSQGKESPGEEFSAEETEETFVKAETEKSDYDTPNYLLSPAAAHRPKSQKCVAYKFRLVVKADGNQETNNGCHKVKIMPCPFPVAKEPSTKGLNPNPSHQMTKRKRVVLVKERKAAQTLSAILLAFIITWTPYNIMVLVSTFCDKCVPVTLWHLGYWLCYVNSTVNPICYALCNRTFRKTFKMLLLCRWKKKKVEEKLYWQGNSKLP
CRFR2-BP ag – CRF-BP/CRF-R2 complex agonism; HEK293 CRF-R2/CRF-BP, calcium dye fluorescence (FLIPR); percent of saturating CRF peptide response; activation, % at 13.2 µM; actives 0.46% (n = 350,000); AID 588473;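 active = activation of at least 50%, plus an integration ratio under a set limit after plate pattern correction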;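 also: plate controls were neutral control wells without compound for no effect and CRF at EC100 for full effect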
CHRM1 PAM – human CHRM1 positive allosteric modulation; CHO-K1 hM1, Fluo-8 calcium fluorescence, ACh EC20; 0% = ACh EC20, 100% = maximal ACh; P11229; activation, % at 3 µM; actives 0.088% (n = 360,000); in the data active = activation above about 19%, passing the limit was not always enough
M4 PAM – positive allosteric modulators of human muscarinic M4 receptor; CHO-K1 hM4/Gqi5, Fluo-8 calcium fluorescence, ACh EC20; 0% = ACh EC20, 100% = maximal ACh; activation, % at 3 µM; actives 0.4% (n = 360,000);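 active = activation above its plate's cutoff, the mean activation of sample wells plus 3 SD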; also: some results filed as inactive read as strong as hits
Target sequence (P08173 whole entry, looked up): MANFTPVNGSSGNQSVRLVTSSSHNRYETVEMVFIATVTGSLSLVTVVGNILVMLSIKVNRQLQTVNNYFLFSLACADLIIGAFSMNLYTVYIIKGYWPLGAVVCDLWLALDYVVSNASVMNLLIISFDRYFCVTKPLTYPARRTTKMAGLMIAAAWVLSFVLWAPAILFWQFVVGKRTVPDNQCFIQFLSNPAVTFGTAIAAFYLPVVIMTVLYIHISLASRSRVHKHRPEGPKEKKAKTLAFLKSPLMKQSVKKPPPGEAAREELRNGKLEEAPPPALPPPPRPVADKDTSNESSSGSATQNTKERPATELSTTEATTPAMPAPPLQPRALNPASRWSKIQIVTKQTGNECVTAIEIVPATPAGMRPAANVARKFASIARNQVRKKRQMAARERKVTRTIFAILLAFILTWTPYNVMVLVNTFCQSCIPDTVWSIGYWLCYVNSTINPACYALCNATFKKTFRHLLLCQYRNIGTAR
CHRM4 antagonist – antagonists of human muscarinic M4 receptor (CHRM4); CHO-hM4 cells, ACh EC80, Fluo-8 calcium fluorescence; inhibition, % at 3 µM; actives 0.73% (n = 360,000); AID 624125;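 active = inhibition above its plate's cutoff, the mean inhibition of sample wells plus 3 SD, cut at about 27% in these data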;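 also: 0% = acetylcholine EC80 with DMSO and 100% = DMSO without agonist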
CHRM4 agonist – agonists of human muscarinic M4 receptor (CHRM4); P08173; CHO-K1 hM4/Gqi5, Fluo-8 calcium fluorescence; vehicle 0%, full acetylcholine response 100%; activation, % at 3 µM; actives 0.14% (n = 360,000);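 active = activation above the run mean over all test wells plus 3 SD, cut at about 32% in these data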;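 also: peak over basal fluorescence ratio per well then scaled between controls; 0% = DMSO wells and 100% = acetylcholine at EC100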
CHRM5 PAM – potentiates acetylcholine response at human M5 receptor; P08912; CHO-K1 hM5, Fluo-8 calcium, ACh EC20 PAM; 0% = ACh EC20, 100% = ACh EC100; activation, % at 3 µM; actives 0.3% (n = 360,000); AID 624038;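 active = activation above the run cutoff, the mean activation of all test compounds plus 3 SD, cut at about 18% in these data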
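system = human M5 receptor in CHO-K1 cells | reagent = EC20 acetylcholine as agonist stimulus | compound dosing = single-point, 3 µM nominal | incubation = Fluo-8 loading 80 min at 37 °C plus 30 min room temperature | detection = Fluo-8 calcium dye fluorescence, kinetic read | benchmarks = low control EC20 acetylcholine (0%), high control EC100 acetylcholine (100%)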
CHRM5 agonist – CHRM5 agonism in calcium assay | P08912 | CHO-K1 hM5 cells, Fluo-8 calcium fluorescence; 0% DMSO wells, 100% maximal acetylcholine response | activation, % at 3 µM | actives 0.19% (n = 360,000) | AID 624037;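 active = activation above the run's mean over test compounds plus 3 SD, cut at about 23% in these data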;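 also: signal is peak over basal fluorescence ratio across the kinetic read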
CRFR2-BP antag – antagonists of CRF-binding protein/CRF-R2 receptor complex. HEK293 CRF-R2/CRF-BP, CRF-induced calcium fluorescence. actives 0.59% (n = 350,000). inhibition, % at 11.8 µM;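 active = inhibition of the ligand-induced calcium signal above about 50% at the single tested concentration, limit read from the data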
An asterisk follows results filed as active; nt = no result given.

SMILES	M5 antag	CRFR2-BP ag	CHRM1 PAM	M4 PAM	CHRM4 antagonist	CHRM4 agonist	CHRM5 PAM	CHRM5 agonist	CRFR2-BP antag
CCCCCCNCC(=O)N1CCC(Cc2ccccc2)CC1	11	1.2	-26	-11	-3	7	-1	-6	-21
COc1cc(C(=O)COC(=O)c2ccco2)cc(OC)c1OC	4	-2.6	5	7	-11	2	5	0	-3
CN(C)c1cccc(C(=O)Nc2nc3ccccc3[nH]2)c1	10	-0.4	-6	-3	5	14	-7	3	-10
CCCN(CCO)Cc1ccc(Cl)c(Cl)c1	-3	-1.1	4	-7	9	0	2	-2	-8
CC1CN(c2ccc(NC(=S)NNCCC#N)cc2)CC(C)O1 (stereo not given)	16	-0.2	-6	-32	-2	9	-13	1	2
CN(CCOc1ccc(Cl)c(Cl)c1)Cc1ccccc1	-1	0.0	-9	-8	-2	0	-3	0	-16
O=c1ccc(/C=C/c2ccccc2)nn1Cc1ccc(F)cc1	-6	-0.8	-5	-6	-4	2	-4	1	-27
CSc1nc(-c2ccc(Cl)cc2)nn1C(=O)c1ccco1	-4	0.9	12	10	0	0	4	-1	-5
CN(c1ccccc1)S(=O)(=O)c1ccc(NC(=O)c2cccs2)cc1	-7	-0.4	-8	-9	1	9	-1	2	-17
Cc1ccn2cc(-c3ccc(O)c(O)c3)nc2c1	-1	-0.4	8	5	-1	2	-3	1	-4
CC(=O)NC(Cc1ccccc1C)C(=O)NC1CCN(c2nnnn2-c2ccccc2)CC1 (stereo not given)	-9	-1.8	6	-1	-2	0	11	1	15
COC(=O)CN(n1cnnc1)S(=O)(=O)c1ccccc1Cl	-5	-0.5	9	6	8	-1	2	-1	0
Cc1cccc(NC(=S)N(CCCN2CCOCC2)Cc2ccco2)c1	7	-1.3	10	2	-6	1	0	-2	4
O=C1C=C(c2ccc(Cl)c(C(F)(F)F)c2)C[C@@H](c2ccc(F)cc2)C1	-2	1.3	1	-2	11	1	5	1	-2
Cc1ccc(C(O)c2ncc(-c3ccccc3Cl)[nH]2)cc1 (stereo not given)	1	nt	4	1	-11	5	-4	1	nt
C/C(=N\NC(=O)c1ccc(-c2ccccc2)cc1)c1ccco1	4	0.4	-1	-2	-2	1	0	-2	-4
O=S(=O)(c1cccs1)N1CCN(CCOc2ccc(Cl)cc2)CC1	4	3.4	-11	-4	3	15	-8	5	1
Cc1nc2sccn2c(=O)c1S(=O)(=O)NCc1ccccc1	-2	-3.9	3	5	-18	-1	-1	-1	6
CCOC(=O)c1ccc(NC(=O)CN2CCN(Cc3ccccc3)CC2)cc1	6	1.7	-2	-13	6	2	2	-8	-16
CCOc1cc(C(=S)N2CCCC2)ccc1OCC(=O)Nc1c(C)cc(C)cc1C	5	-1.4	-6	-5	-2	0	-6	1	-2
COc1ccc(N2CCN(C(=O)CCCNC(=O)Cn3cnc4sc(C)c(C)c4c3=O)CC2)cc1	1	1.4	0	-1	-13	1	0	-2	17
O=C(O)/C=C/c1cccc(NC(=O)c2ccc(Cl)cc2)c1	-8	-0.8	-2	7	8	2	-3	-2	-8
COc1ccc([N+](=O)[O-])c(OC)c1C(=O)NC(=O)Nc1nc(C)cc(C)n1	13	-1.6	12	-7	-12	2	-8	-4	-14
Cc1[nH]ccc(=O)c1OC1OC(CO)C(O)C(O)C1O (stereo not given)	4	-1.5	9	7	8	1	6	7	-1
CCN(CC)CCN(Cc1cc2ccc(C)cc2[nH]c1=O)C(=S)Nc1ccccc1C(=O)OC	-4	1.9	-5	-1	-5	2	7	10	-19

The list continues.
SMILES	M5 antag	CRFR2-BP ag	CHRM1 PAM	M4 PAM	CHRM4 antagonist	CHRM4 agonist	CHRM5 PAM	CHRM5 agonist	CRFR2-BP antag
CCOC(=O)c1ccc(NC2=CC(=O)C(=O)c3ccccc32)cc1	4	2.2	15	9	-5	0	1	-2	5
COC(=O)c1nc(NC(=O)c2ccc(C(C)(C)C)cc2)n[nH]1	-5	18	5	13	-6	2	1	-1	7
CSc1cccc(CN2CCCC(CNC(=O)c3ccco3)C2)c1 (stereo not given)	-3	-0.9	-11	-4	10	1	-4	-6	-3
O=C(CN1CCN(S(=O)(=O)N2CCCCC2)CC1)Nc1ccc(Br)cc1	6	-0.6	-2	2	-3	9	-1	0	2
Cn1ccnc1SCC(=O)Nc1ccc(F)c([N+](=O)[O-])c1	3	1.6	5	3	-1	1	3	-1	28
CCCn1nc2cc(C(=O)NCc3ccc4c(c3)OCO4)ccc2c1OCC	14	-1.2	3	7	4	2	-4	-4	5
O=C(CCC(=O)Nc1ccc(Cl)cc1)N/N=C/c1ccc2c(c1)OCO2	-10	-0.9	4	-1	6	2	6	-5	-8
CCOC(=O)Cc1nc2ccccc2n(CC#N)c1=O	-7	-0.1	7	5	4	0	2	-4	7
CC(=O)c1ccc(OCc2cc(C(=O)NC(C)Cc3ccccn3)no2)cc1 (stereo not given)	6	-0.2	-4	-9	1	4	-4	-1	4
CN1CCN(Cc2ccc(Sc3ccc(Cl)cc3)c([N+](=O)[O-])c2)CC1	-12	3.6	-3	-5	-7	7	-9	-11	-11
COc1ccc(-c2noc(CCCC(=O)Nc3ccc(C(N)=O)cc3)n2)cc1	-3	-0.9	-11	-5	-2	6	-7	6	-8
CCn1c(SCC(=O)c2ccc(C)cc2)nnc1-c1ccoc1C	-1	-2.2	4	1	-5	1	-3	-2	-7
CCCc1nc2ccccc2c(=O)n1NC(=O)c1c(O)c2ccccc2[nH]c1=O	11	0.5	-1	-7	8	0	-11	-3	4
COCCN(CC(=O)Nc1cccc(C)c1C)C(=O)c1ccc2ccccc2n1	14	2.7	2	-3	-2	2	1	-2	-8
S=C(NCCc1ccccc1)N1CCN(C(c2ccccc2)c2ccccc2)CC1	2	2.9	-22	-24	11	-1	-11	-5	11
O=S(=O)(c1ccccc1)N1CCN(S(=O)(=O)N2CCCCC2)CC1	4	1.1	4	7	-8	1	-7	-1	-12
CCc1nnc(NC(=O)CSc2nnc(Cc3ccc(OC)cc3)o2)s1	8	1.9	3	6	-1	3	-3	6	-12
CSc1ccc(CN(C)C(=O)CSCC(=O)Nc2ccc(C)cc2)cc1	1	-0.5	0	8	4	3	0	-1	16
O=C(NCc1ccccc1F)c1ccc2ccccc2n1	9	0.5	5	-1	-3	1	2	-4	-6
O=C(O)c1ccc(CN2CCOCC2)o1	11	1.4	13	2	-1	2	-5	-3	1
CCN1C(=O)CC(c2ccc(OC(C)C)cc2)C1=O (stereo not given)	4	0.1	7	4	-11	1	-4	-1	-4
O=C(CSCc1ccc(F)cc1)NCc1ccc2c(c1)OCO2	-13	-1.6	4	-3	-6	0	0	-5	3
COc1cc(/C=C/C(=O)OCC(=O)Nc2c(C)n(C)n(-c3ccccc3)c2=O)ccc1O	2	0.3	-2	3	2	2	4	-2	0
CC(C)(C)c1ccc(S(=O)(=O)N2CCCCC2)cc1	11	-2.2	-23	-15	2	0	-17	-7	-32
Cc1c(NC(=O)CN2c3cccc4cccc(c34)S2(=O)=O)c(=O)n(-c2ccccc2)n1C	8	-0.9	-8	-2	9	1	-3	0	8

Another view of five compounds above:
Every second line gives: M5 antag	CRFR2-BP ag	CHRM1 PAM	M4 PAM	CHRM4 antagonist	CHRM4 agonist	CHRM5 PAM	CHRM5 agonist	CRFR2-BP antag
O=C(CN1CCN(S(=O)(=O)N2CCCCC2)CC1)Nc1ccc(Br)cc1
→ 6	-0.6	-2	2	-3	9	-1	0	2
Cn1ccnc1SCC(=O)Nc1ccc(F)c([N+](=O)[O-])c1
→ 3	1.6	5	3	-1	1	3	-1	28
CCCn1nc2cc(C(=O)NCc3ccc4c(c3)OCO4)ccc2c1OCC
→ 14	-1.2	3	7	4	2	-4	-4	5
O=C(CCC(=O)Nc1ccc(Cl)cc1)N/N=C/c1ccc2c(c1)OCO2
→ -10	-0.9	4	-1	6	2	6	-5	-8
CCOC(=O)Cc1nc2ccccc2n(CC#N)c1=O
→ -7	-0.1	7	5	4	0	2	-4	7

(list continues)
SMILES	M5 antag	CRFR2-BP ag	CHRM1 PAM	M4 PAM	CHRM4 antagonist	CHRM4 agonist	CHRM5 PAM	CHRM5 agonist	CRFR2-BP antag
O=C(COC(=O)Cc1ccsc1)NCC1CCCCC1	-4	-1.3	7	7	0	0	-4	-2	4
CCCCCCN1C[C@H](n2cc(C3CC3)nn2)[C@@H](O)C[C@@H]1c1ccc(C)cc1	-5	3.7	11	0	-4	0	2	-2	-5
Cc1ccc(CNc2ncnc(N)c2[N+](=O)[O-])cc1	6	-4.6	4	7	-3	3	2	0	-8
COc1ccc(CC(=O)NCc2cccc(CNC(=O)Cc3ccc(OC)c(OC)c3)c2)cc1OC	-3	-1.4	7	0	0	2	-1	-2	3
Cc1ccc(F)c(S(=O)(=O)NC(=O)C2(C)CCN2C(=O)Cc2ccc(C(C)(C)C)cc2)c1 (stereo not given)	2	nt	16	13	-19	0	-3	-1	nt
COc1ccccc1CCNC(=O)Cn1ccc2cc(S(=O)(=O)N3CCC(C)CC3)ccc21	12	1.3	0	-9	-5	10	-10	-1	-16
S=C(NCc1ccco1)Nc1cccc(Cl)c1	11	-4.4	-12	-3	-3	6	-12	4	14
O=S1(=O)CC(O)C(NCc2ccco2)C1 (stereo not given)	-5	2.7	11	9	6	0	5	0	-2
Cc1[nH]c2ccc(F)cc2c1CCN(Cc1cccnc1)C(=S)Nc1ccccc1	4	-0.4	-7	-6	11	2	1	-2	-11
CC(C)C(=O)Nc1ccc(C(=O)Nc2nnc(C(C)C)s2)cc1	5	-0.1	6	-1	2	2	-1	2	-9
Nc1nccc(N2CCCCC2)n1	9	49	-2	-4	-3	1	1	-9	-10
CCCNC(=O)COc1ccccc1[N+](=O)[O-]	2	-3.7	-3	-3	0	1	-3	-4	24
CCCn1c(SCC(N)=O)nc2c(c1=O)C1(CCCC1)Cc1ccccc1-2	-9	1.2	-5	3	-9	0	2	-9	-10
O=C(NCC(=O)N(Cc1ccccc1)C(C(=O)NC1CCCC1)c1ccco1)c1ccco1 (stereo not given)	6	-1.3	-6	-9	-1	10	-13	2	11
O=C(O)c1ccccc1C(=O)c1ccc2oc(=O)[nH]c2c1	-6	-2.4	5	8	-25	0	3	2	-1
CCN(CC)C(=O)CN(c1ccc(Cl)cc1)S(=O)(=O)c1ccccc1	-15	-2.6	13	-2	5	1	9	0	17
COC(=O)C(OC(=O)c1ccc(OC)cc1)C(=O)OC	7	0.8	7	6	4	1	9	0	0
CC1CN(c2ccc(NC(=O)c3ccco3)cc2C(=O)O)CC(C)O1 (stereo not given)	4	2.5	4	3	-6	0	-2	1	-5
COc1ccc(S(=O)(=O)N2CCCCC2)cc1NC(=O)C1CC1(Cl)Cl (stereo not given)	7	0.0	3	3	-6	2	-4	0	-8
O=C(CSc1nc(-c2cccs2)cc(C(F)(F)F)n1)Nc1cc(OCC(F)(F)C(F)F)cc([N+](=O)[O-])c1	-3	0.1	5	8	-3	0	-2	0	-4
COCCCNC(=O)c1ccc2c3c(onc13)-c1ccccc1C2=O	12	1.4	2	0	7	6	1	5	-11
CNC(=S)N(Cc1cc2cc(C)cc(C)c2[nH]c1=O)C1CCCC1	-1	0.1	18	2	4	1	5	0	-29
COc1ccc(N2CCN(CC(=O)NC(=O)NCc3ccco3)CC2)cc1	-2	-3.0	6	3	4	1	4	-1	21
O=C(Nc1ccc(S(=O)(=O)Nc2ccccn2)cc1)c1ccc(Cl)cc1Cl	-4	-1.1	7	3	-16	1	5	-3	-1
Cc1cc[n+]2c3c(cccc13)CCC2	-6	0.2	1	-1	10	1	6	-1	4
